Compound activity deposited in PubChem by several laboratories.
Wnt bcat act = activates Wnt/beta-catenin signaling in a reporter cell assay; activator, plate reader; activation, % at 9.35 µM; hit rate 1.2% among 300,000; AID 743398; in the data active means activation above about 30%, passing the limit was not always enough;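 further: 0% = neutral control wells and 100% = positive control wells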
MITF TRPM1 HTS = increases MITF-driven TRPM1 promoter luciferase signal | SK-MEL-5 TRPM1-promoter luciferase, 24 h; % of positive control, neutral wells = 0 | hit rate 0.75% among 300,000 | activation, % at 12.5 µM;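 active means mean activation of at least 80% with every replicate also reaching 80%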;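 further: 0% = neutral control wells and 100% = parthenolide positive control wells; values of inactives mirror those of a sister screen read the other way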
Rtt109 Vps75 = blocks Candida albicans Rtt109/Vps75 acetyltransferase activity; Q5AAJ8; hit rate 0.16% among 330,000; inhibition, % at 34.9 µM; purified Rtt109/Vps75, ThioGlo CoA-SH fluorescence, 4 h;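 active means inhibition of at least 50% in every replicate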
Target sequence (Q5AAJ8 whole entry, looked up): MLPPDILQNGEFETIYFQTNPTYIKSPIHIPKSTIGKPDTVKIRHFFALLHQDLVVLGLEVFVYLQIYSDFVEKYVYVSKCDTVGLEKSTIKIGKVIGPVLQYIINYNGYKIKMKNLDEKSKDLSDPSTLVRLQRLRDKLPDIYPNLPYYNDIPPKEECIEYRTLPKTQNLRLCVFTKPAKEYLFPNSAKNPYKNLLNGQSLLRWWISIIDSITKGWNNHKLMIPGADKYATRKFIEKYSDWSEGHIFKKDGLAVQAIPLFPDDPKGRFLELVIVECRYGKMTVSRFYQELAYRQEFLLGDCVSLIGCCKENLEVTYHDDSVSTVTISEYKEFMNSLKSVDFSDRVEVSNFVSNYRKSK
PvdQ acylase = P. aeruginosa PvdQ acylase inhibition; purified PvdQ acylase, fluorescence plate reader; hit rate 0.063% among 340,000; inhibition, % at 10 µM; AID 488965; in the data active means inhibition above about 30%, passing the limit was not always enough;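 further: 0% = vehicle neutral wells and 100% = reference inhibitor wells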
SR-BI uptake up = SR-BI HDL lipid transfer activation; CHO ldlA[mSR-BI] cells, DiI-HDL uptake fluorescence, 3 h; 100 = double the neutral-control signal; activation, % at 12.5 µM; hit rate 0.096% among 320,000; AID 504775;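 active means mean replicate activation of at least 60% and every replicate at or above 60%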;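 further: 0% = median plate neutral-control signal and 100% = twice that signal; values of inactives mirror those of a sister screen read the other way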
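Assay system: LDL receptor-deficient CHO ldlA cells overexpressing murine SR-BI / Medium: BSA-supplemented, HEPES-buffered Ham's F12, pH 7.4 / Probe or stimulus: DiI-labelled HDL at 10 µg/mL final / Timing: compound with DiI-HDL co-incubation, 3 h at 37 °C / Technique: bottom-read cell fluorescence after medium removal, ex 550/em 595 nm / Measure: HDL uptake via cellular fluorescence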
RTF Ca sens act = increases calcium sensitivity of human cardiac regulated thin filaments | P19429+P45379 | IANBD-labeled TnC RTF fluorescence at EC20 calcium; 0% EC20 calcium, 100% full calcium | activation, % at 7.2 µM | hit rate 0.24% among 340,000;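 active means activation above the mean over all tested compounds plus 3 SD, cut at about 30% in these data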;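 further: rise in fluorescence read as greater calcium sensitivity of cardiac thin filaments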
CDK5 p35 inh = inhibitors of human CDK5/p35 kinase; Q00535+Q15078; Recombinant CDK5/p35, ADP-Glo luminescence, 60 min; inhibition, % at 10 µM; hit rate 0.01% among 330,000;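 active means highest replicate inhibition of at least 50% and at least 75% of replicates reaching 50%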;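 further: plate controls were DMSO neutral control for no effect and GW8510 at 10 µM for full effect; many of its hits are not listed in these tables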
HTR5A ag = HTR5A agonism, opioid heterodimer counter-screen; activation, % at 9.3 µM; P47898; HTR5A agonist assay, luminescence, cell-based; hit rate 0.61% among 340,000; in the data active means activation mostly above about 9.5%, no sharp cut-off; inactive means mostly below about 7.6%;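 further: 0% = cells with vehicle only and 100% = reference agonist; strong numbers were not always called active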
Target sequence (P47898 whole entry, looked up): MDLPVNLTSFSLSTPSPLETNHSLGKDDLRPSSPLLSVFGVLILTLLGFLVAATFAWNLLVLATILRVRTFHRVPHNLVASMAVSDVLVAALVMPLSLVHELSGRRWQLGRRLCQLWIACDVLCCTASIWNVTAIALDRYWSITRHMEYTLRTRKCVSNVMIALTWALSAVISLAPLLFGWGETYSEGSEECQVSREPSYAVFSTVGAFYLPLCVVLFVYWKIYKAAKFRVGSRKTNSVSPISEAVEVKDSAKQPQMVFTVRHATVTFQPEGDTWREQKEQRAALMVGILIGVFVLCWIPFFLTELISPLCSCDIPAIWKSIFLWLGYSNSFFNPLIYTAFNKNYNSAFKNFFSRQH
dFosB activator = enhances mouse delta FosB homodimer DNA binding; P13346; purified delta FosB, TAMRA-CDK5 oligo fluorescence polarization; percent of positive-control signal above neutral wells; activation, % at 25 µM; hit rate 0.99% among 340,000; AID 493131;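 active means mean activation above about 17%, with every replicate also reaching it, limit read from the data, passing the limit was not always enough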;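 further: fluorescence polarization rise as delta FosB binds a TAMRA Cdk5 AP-1 oligo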
Target sequence (P13346 whole entry, looked up): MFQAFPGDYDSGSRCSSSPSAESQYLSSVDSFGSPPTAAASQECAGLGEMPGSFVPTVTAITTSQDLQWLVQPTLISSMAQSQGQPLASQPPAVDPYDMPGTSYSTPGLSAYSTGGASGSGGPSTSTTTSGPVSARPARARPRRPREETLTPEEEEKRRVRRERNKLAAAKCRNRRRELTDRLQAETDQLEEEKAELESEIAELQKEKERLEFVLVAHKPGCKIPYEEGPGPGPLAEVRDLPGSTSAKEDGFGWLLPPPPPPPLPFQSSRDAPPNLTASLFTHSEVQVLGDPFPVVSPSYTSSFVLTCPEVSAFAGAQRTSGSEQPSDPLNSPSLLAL
SR-BI HDL uptake = mouse SR-BI HDL lipid transfer inhibition; Q61009; ldlA[mSR-BI] CHO cells, DiI-HDL uptake fluorescence, 3 h; inhibition, % at 12.5 µM; hit rate 0.96% among 320,000; AID 488896;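 active means mean replicate inhibition of at least 70% and a set share of replicates each scoring 70 or more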;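 further: 0% = median of neutral control wells and 100% = median of positive control wells; values of inactives mirror those of a sister screen read the other way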
An asterisk follows results filed as active; x = no result given.

#	Structure	Wnt bcat act	MITF TRPM1 HTS	Rtt109 Vps75	PvdQ acylase	SR-BI uptake up	RTF Ca sens act	CDK5 p35 inh	HTR5A ag	dFosB activator	SR-BI HDL uptake
1	COc1ccccc1CNC(=O)C(=O)NCCC1CCCCN1S(=O)(=O)c1ccc(C)cc1 (stereo not drawn)	5	-12	5	-17	-22	1	-2.3	-1	-4	22
2	Cc1cc(NC(=O)c2ccccc2F)n(-c2nc3ccccc3[nH]2)n1	x	19	-17	-2	-76	-6	-1.5	1	-9	76*
3	CCc1ccc(/C=N/NC(=O)c2cc(-c3ccccc3OC)nc3ccccc23)s1	-1	-11	0	-4	x	3	-1.3	-1	-8	x
4	COCC(C)Nc1ncnc2c1cnn2-c1ccc(Cl)cc1 (stereo not drawn)	5	x	10	-25	-4	-5	-1.2	4	-10	4
5	Cc1ccc(C)c(OCCn2cc(/C=C(/C#N)C(=O)NCC3CCCO3)c3ccccc32)c1 (stereo not drawn)	-3	-2	-1	9	-43	9	1.2	5	-19	43
6	N#CCc1c(C#N)c(N)nc(N2CCN(C=O)CC2)c1C#N	-1	-6	29	-7	0	2	1.9	-2	5	0
7	CC1CN(C(=O)c2ccc(Cl)c(S(=O)(=O)NCc3ccco3)c2)CC(C)O1 (stereo not drawn)	2	4	-3	-6	34	-3	0.6	-5	2	-34
8	CCOc1ccc(NC(=O)CCC(=O)NNC(=O)c2ccco2)cc1	-2	-2	-5	-6	7	11	2.3	2	1	-7
9	O=C(CNC(=O)c1ccc(F)cc1)c1ccccc1	12	x	-2	-14	-5	-2	0.8	1	-6	5
10	Cn1c(CO)cnc1S(=O)(=O)Cc1c(Cl)cccc1Cl	1	-4	-4	-2	0	1	0.3	1	1	0
11	COC(=O)C(C)Oc1ccc(-c2nccc(-c3ccccn3)n2)cc1 (stereo not drawn)	-1	11	-1	2	25	-2	-0.9	-1	-19	-25
12	O=C(CN1C(=O)C(c2ccc(F)cc2)=NC12CCCC2)Nc1ccc(F)cc1	-7	-9	-2	1	-4	12	0.9	-1	1	4
13	Cc1nn2c(N3CCOCC3)cc(C(C)(C)C)nc2c1-c1ccc(Cl)cc1	-2	4	5	-3	-51	2	0.2	-1	-9	51
14	O=C(c1ccco1)N1CCN(C(=O)c2ccc(CS(=O)c3cccc(Cl)c3)o2)CC1 (stereo not drawn)	-2	5	-9	-14	3	5	x	3	4	-3
15	Cc1ccc(NCCC(=O)c2cccc([N+](=O)[O-])c2)cc1	x	29	-23	-16	-8	0	-2.1	1	-11	8
16	COc1ccc(CNC(=O)C(C)c2ccc([N+](=O)[O-])cc2)cc1 (stereo not drawn)	-1	-6	2	-7	11	2	-2.7	-2	-6	-11
17	N#CC1(NC(=O)COC(=O)c2nccnc2N)CCCCC1	0	-12	-36	-5	16	-3	-3.5	-3	1	-16
18	O=C(CNC(=O)OCc1ccccc1)NC1CCCCCC1	-2	11	-4	-7	12	0	1.9	-3	1	7
19	C=CCNC(=O)CN1CCC(O)(c2ccccc2)CC1	0	8	-6	1	13	2	-1.6	4	-9	-13
20	COc1ccc(CCNC(=O)C2CCCN(S(=O)(=O)N3CC(C)CC(C)C3)C2)cc1OC (stereo not drawn)	-2	-2	-19	-8	-35	4	-0.5	0	-2	35
21	Cn1c(=O)c2c(ncn2CC(=O)N2CCc3ccccc3C2)n(C)c1=O	x	10	-7	-18	3	-2	1.4	x	-6	-3
22	CC(C)c1nc(N2CCOCC2)c(C#N)c2c1CCCC2	x	10	-8	-8	-7	-4	0.7	7	-5	7
23	Cc1cccc(CNC(=O)CCn2ccc3cc(S(=O)(=O)N4CCCC4)ccc32)c1	-3	8	5	-8	-1	-2	2.0	4	-6	1
24	C=CCNC(=O)COC(=O)COc1ccc(Cl)cc1C	1	2	-13	1	15	6	-1.2	-2	-9	-15
25	COC(=O)/C=c1/s/c(=C(\C#N)C(=O)NCc2ccco2)n(-c2ccccc2)c1=O	-1	-2	-3	-19	-7	0	-0.8	5	1	7
26	O=C(NCCCn1ccnc1)c1cc2nc(-c3ccc(Br)cc3)cc(C(F)(F)F)n2n1	-7	3	-7	-10	-57	6	-0.6	8	-14	57
27	c1ccc2c(CNc3ccc(CNc4ncn[nH]4)cc3)cccc2c1	x	9	-3	-9	-4	-2	-0.5	1	4	4
28	O=C(Nc1ccc2c(c1)OCO2)c1cnccn1	-2	44	5	-4	16	2	1.6	-4	-5	-16
29	O=C1CC2(CCCCC2)Oc2ccccc21	-3	9	10	-7	9	0	-0.7	3	1	-9
30	CCN(CC(=O)Nc1ccc(N2CCOCC2)cc1)CC(=O)NC(C)(C)C	0	9	2	-5	35	-4	0.6	-2	2	-35
31	Cc1ccc2c(CNCc3ccco3)cc(=O)oc2c1	x	48	-1	-7	10	-5	1.3	0	-10	-10
32	CC(=O)Nc1ccc(NC(=O)CSc2ccc(C)cc2)cc1	-1	3	-6	-2	-3	3	1.1	3	-5	3
33	COc1ccc(/C=C2\NC(=O)C(C=NCc3ccccc3)=C2O)cc1	3	-2	2	3	-8	-1	-2.2	11	1	8
34	CN(C)CCNC(=O)C(=O)Nc1cc2c3c(c1)CCC(=O)N3CCC2	1	5	3	-12	2	4	0.1	2	0	-2
35	CC(=O)N(Cc1ccc(Br)cc1)c1ccccc1C(=O)O	0	23	5	-10	12	1	0.1	-1	-1	-12
36	CC(CN1CCC(n2nccc2NC(=O)C2CCCC2)CC1)c1ccccc1 (stereo not drawn)	1	11	-8	-19	10	0	0.1	0	-2	-10
37	CCCCCOc1ccccc1C(=O)NCCCC(=O)O	x	-4	14	8	2	1	-0.7	5	-1	-2
38	COc1ccc(-n2nc(C(=O)NCC(=O)N3CCCCCC3)c3ccccc3c2=O)c(OC)c1	5	34	4	-9	x	-3	-0.5	3	-9	x
39	COc1ccc2c(C)c(C(=O)N3CCN(Cc4ccccc4)CC3)oc2c1	1	x	-7	12	-11	-5	13	-1	-15	11
40	CCOC(=O)c1c(NC(=S)Nc2ccc(Cl)cc2)sc(C)c1C	x	-1	10	2	-4	-2	0.1	-2	-1	4

Only RTF Ca sens act and dFosB activator (3 entries from above):
entry | molecule | RTF Ca sens act | dFosB activator
34 | CN(C)CCNC(=O)C(=O)Nc1cc2c3c(c1)CCC(=O)N3CCC2 | 4 | 0
35 | CC(=O)N(Cc1ccc(Br)cc1)c1ccccc1C(=O)O | 1 | -1
36 | CC(CN1CCC(n2nccc2NC(=O)C2CCCC2)CC1)c1ccccc1 (stereo not drawn) | 0 | -2

Continuation:
#	Structure	Wnt bcat act	MITF TRPM1 HTS	Rtt109 Vps75	PvdQ acylase	SR-BI uptake up	RTF Ca sens act	CDK5 p35 inh	HTR5A ag	dFosB activator	SR-BI HDL uptake
41	O=S(=O)(Oc1ccccc1C(=S)N1CCOCC1)c1ccc(Cl)cc1	1	-3	11	6	12	-5	-0.8	1	-4	-12
42	CC(C)CN(C(=O)CSc1nnc(-c2cccs2)n1N)c1c(N)n(Cc2ccccc2)c(=O)[nH]c1=O	-1	5	-26	-15	14	-5	-2.5	2	-5	-14
43	Cc1cc(-c2ccccc2)nc(N(C)NC(=O)c2c(F)cccc2F)c1S(C)(=O)=O	x	-6	0	2	-20	-3	-0.8	-3	-1	20
44	Cc1nc([N+](=O)[O-])c(N2CCN(C)CC2)n1Cc1ccccc1	-5	6	32	4	30	0	-0.8	5	-3	-30
45	CCNc1nc(NCC)nc(Oc2ccc(N)cc2)n1	x	-7	-3	-11	8	-3	0.5	4	0	-8
46	Cn1c(CNS(=O)(=O)c2cccc(Cl)c2)cc(=O)n(C)c1=O	-3	-8	-15	-8	16	12	0.6	2	-5	-16
47	O=C(OCC(=O)N1CCCCCC1)c1cccnc1Cl	8	29	2	-12	18	3	-0.1	0	-4	-18
48	Cc1cc(C(=O)COc2cc(F)ccc2[N+](=O)[O-])c(C)n1CC1CCCO1 (stereo not drawn)	3	x	15	7	-11	3	0.6	16	-9	11
49	COc1cc(NC(=O)CN2C(=O)C(C)N(c3ccc(C)cc3)C2=O)cc(OC)c1 (stereo not drawn)	-2	-6	31	4	-25	-8	-1.7	2	-5	25
50	CCN1C(=O)N/C(=C/c2ccc(Sc3ccc(C)cc3)o2)C1=O	x	11	-2	-18	2	-1	-0.9	-6	4	-2
51	O=S(=O)(c1ccc(Br)cc1)N1CCCC1	1	x	-2	-10	10	0	-0.7	-4	8	-10
52	c1ccc(C2=Nn3c(nnc3-c3ccncc3)SC2)cc1	-11	17	5	-7	13	2	0.1	-4	-23	-13
53	CCCCn1nc(C(=O)N(C)CC(=O)Nc2ccc(F)c(F)c2F)ccc1=O	1	2	-1	-7	7	2	0.6	7	0	-7
54	CCOC(=O)N1CCC(NC(=O)c2oc3c(F)cccc3c2C)CC1	13	44	2	-3	2	0	-0.1	1	-5	-2
55	O=S(=O)(c1cccc(C(F)(F)F)c1)N1CCN(C(=S)NC2CC2)CC1	x	-3	0	-17	5	1	0.1	-3	-5	-5

Four of the compounds above, with each value named.
(18) O=C(CNC(=O)OCc1ccccc1)NC1CCCCCC1
  Wnt bcat act: -2; MITF TRPM1 HTS: 11; Rtt109 Vps75: -4; PvdQ acylase: -7; SR-BI uptake up: 12; RTF Ca sens act: 0; CDK5 p35 inh: 1.9; HTR5A ag: -3; dFosB activator: 1; SR-BI HDL uptake: 7
(19) C=CCNC(=O)CN1CCC(O)(c2ccccc2)CC1
  Wnt bcat act: 0; MITF TRPM1 HTS: 8; Rtt109 Vps75: -6; PvdQ acylase: 1; SR-BI uptake up: 13; RTF Ca sens act: 2; CDK5 p35 inh: -1.6; HTR5A ag: 4; dFosB activator: -9; SR-BI HDL uptake: -13
(40) CCOC(=O)c1c(NC(=S)Nc2ccc(Cl)cc2)sc(C)c1C
  Wnt bcat act: x; MITF TRPM1 HTS: -1; Rtt109 Vps75: 10; PvdQ acylase: 2; SR-BI uptake up: -4; RTF Ca sens act: -2; CDK5 p35 inh: 0.1; HTR5A ag: -2; dFosB activator: -1; SR-BI HDL uptake: 4
(50) CCN1C(=O)N/C(=C/c2ccc(Sc3ccc(C)cc3)o2)C1=O
  Wnt bcat act: x; MITF TRPM1 HTS: 11; Rtt109 Vps75: -2; PvdQ acylase: -18; SR-BI uptake up: 2; RTF Ca sens act: -1; CDK5 p35 inh: -0.9; HTR5A ag: -6; dFosB activator: 4; SR-BI HDL uptake: -2

Reprinted at random: 2 records from the list.
#	Structure	Wnt bcat act	MITF TRPM1 HTS	Rtt109 Vps75	PvdQ acylase	SR-BI uptake up	RTF Ca sens act	CDK5 p35 inh	HTR5A ag	dFosB activator	SR-BI HDL uptake
53	CCCCn1nc(C(=O)N(C)CC(=O)Nc2ccc(F)c(F)c2F)ccc1=O	1	2	-1	-7	7	2	0.6	7	0	-7
41	O=S(=O)(Oc1ccccc1C(=S)N1CCOCC1)c1ccc(Cl)cc1	1	-3	11	6	12	-5	-0.8	1	-4	-12

Compounds as they come; 4.4% or so of the library scored in one or more.
